High-throughput results: PubChem BioAssay, several laboratories
DAX1 inh-1: blocks DAX1 repression of SF-1 activated StAR promoter | HEK293T StAR-luciferase reporter, SF-1/DAX-1 repression relief | inhibition, % at 6.8 µM | 370,000 compounds, 1.1% hits | AID 652010;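 active = inhibition above the mean over all tested compounds plus 3 SD, cut at about 3.6% in these data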;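 note: 0% = DAX-1 cells with DMSO and 100% = cells lacking DAX-1 with DMSO; higher inhibition means more luminescence from relief of DAX-1 repression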
hcDAF-12 act: activates DAF-12 receptor from parasite H. contortus; 370,000 compounds, 1.4% hits; HEK293 hcDAF-12 lit1-tk-luc reporter, luminescence; 0% DMSO, 100% Δ7-dafachronic acid; activation, % at 6.8 µM;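 active = activation above the mean of all tested compounds plus 3 SD, cut at about 5.5% in these data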;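 note: 100% = response to 3 µM Δ7-dafachronic acid high control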
PLCg1 inh: inhibitors of human phospholipase C gamma1; AID 720700; P19174; inhibition, % at 12.2 µM; 370,000 compounds, 0.84% hits; purified PLC-gamma1, fluorogenic substrate, fluorescence; in the data active = inhibition above about 9.5%
DAX1 inh-2: inhibits human nuclear receptor DAX1 | P51843 | HEK293 Gal4-DAX1 luciferase reporter, luminescence | inhibition, % at 6.75 µM | 340,000 compounds, 0.99% hits | AID 504766;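 active = inhibition above the mean over all tested compounds plus 3 SD, cut at about 4.2% in these data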;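 note: 0% = DAX1-transfected cells with DMSO and 100% = empty-vector control cells with DMSO; inhibition shows as a rise in luminescence from relieved DAX1 repression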
Target sequence (P51843 207-470 limits assumed): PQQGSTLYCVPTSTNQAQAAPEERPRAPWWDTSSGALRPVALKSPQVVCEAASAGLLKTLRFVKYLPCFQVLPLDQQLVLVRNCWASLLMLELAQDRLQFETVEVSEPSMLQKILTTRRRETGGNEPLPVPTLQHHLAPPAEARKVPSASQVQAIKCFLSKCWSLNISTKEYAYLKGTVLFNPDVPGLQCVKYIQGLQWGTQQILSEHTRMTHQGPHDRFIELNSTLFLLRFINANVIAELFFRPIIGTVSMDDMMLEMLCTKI
hgDAF-12 ag: activates the H. glycines DAF-12 receptor ligand-binding domain. HEK293 GAL4-hgDAF12 UAS-luciferase reporter, agonist luminescence; normalized to butyrate control. activation, % at 6.8 µM. 370,000 compounds, 1.8% hits;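 active = activation above a cutoff set at the mean of all screened compounds plus 3 SD, cut at about 10% in these data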;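 note: 0% = DMSO wells and 100% = sodium butyrate wells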
PLC-beta3 inh: blocks human PLC-beta3 enzyme activity | 370,000 compounds, 0.18% hits | Purified PLC-beta3, fluorogenic substrate, fluorescence | Q01970 | inhibition, % at 12.2 µM; in the data active = inhibition above about 11%;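 note: 0% = median of compound wells on plate and 100% = full blocker control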
ssDAF-12 act: activates DAF-12 receptor from parasite S. stercoralis; HEK293 ssDAF-12/GRIP1 lit1-tk-luc reporter, luminescence; % of 3 µM dafachronic acid response; activation, % at 6.8 µM; 370,000 compounds, 1% hits; AID 652126;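 active = activation above the mean over all tested compounds plus 3 SD, cut at about 0.9% in these data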;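 note: 0% = DMSO-only wells and 100% = 3 µM delta7-dafachronic acid wells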
MBD2 inh: inhibitors of human MBD2 binding to methylated oligonucleotide; TR-FRET; inhibition, % at 4.4 µM; 370,000 compounds, 0.31% hits; AID 686964; in the data active = inhibition above about 13%
NR1D1 modulator: Rev-erb alpha (human) modulation; Rev-erbα–FITC-DNA binding, fluorescence polarization, 90 min; activity, % at 10 µM; 370,000 compounds, 0.79% hits; AID 1259318;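 active = activity above about 14%, limit read from the data; passing the limit was not always enough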;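 note: 0% = DMSO wells with 35 nM protein and 100% = DMSO wells with 750 nM protein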
ADAM17 inh: inhibits human ADAM17; P78536; inhibition, % at 6.95 µM; AID 720648; recombinant ADAM17, EDANS/DABCYL FRET peptide cleavage; 370,000 compounds, 0.83% hits;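 active = inhibition above the mean of compounds lying between control limits plus 3 SD, set per campaign, cut at about 8.5% in these data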;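 note: 0% = DMSO-only wells as the low control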
Target sequence (P78536 215-824 limits assumed): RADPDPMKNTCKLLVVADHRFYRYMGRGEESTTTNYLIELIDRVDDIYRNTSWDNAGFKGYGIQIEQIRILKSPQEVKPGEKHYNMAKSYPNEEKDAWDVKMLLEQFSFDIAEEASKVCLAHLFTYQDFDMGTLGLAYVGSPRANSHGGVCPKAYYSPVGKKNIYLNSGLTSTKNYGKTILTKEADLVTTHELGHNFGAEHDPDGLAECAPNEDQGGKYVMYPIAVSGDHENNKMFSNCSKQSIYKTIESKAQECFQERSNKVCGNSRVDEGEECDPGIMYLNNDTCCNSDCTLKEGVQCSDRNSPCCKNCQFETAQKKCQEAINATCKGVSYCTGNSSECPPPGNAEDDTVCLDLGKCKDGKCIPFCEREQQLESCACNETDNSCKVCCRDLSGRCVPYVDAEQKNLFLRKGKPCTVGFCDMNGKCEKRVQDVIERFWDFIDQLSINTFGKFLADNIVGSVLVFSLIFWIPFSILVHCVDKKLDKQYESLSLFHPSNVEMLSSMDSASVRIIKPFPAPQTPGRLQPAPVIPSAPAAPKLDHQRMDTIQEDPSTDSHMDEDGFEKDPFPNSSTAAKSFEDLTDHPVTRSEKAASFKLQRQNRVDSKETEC
SMARCA2 act: SMARCA2 function activation, primary screen. MG213 cells, MMTV-luciferase reporter, dexamethasone, overnight. activation, % at 9.1 µM. 370,000 compounds, 1% hits; in the data active = activation above about 7.8%;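 note: 0% = vehicle wells and 100% = reference activator wells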
Active calls of the source: *. The order is random; any-hit rate near 7.4%.

Results for CCC1=NN(C(=O)COc2ccccc2C)C(O)(c2ccncc2)C1 (stereo not drawn) ?
DAX1 inh-1: -0.4; hcDAF-12 act: -1.3; PLCg1 inh: 0; DAX1 inh-2: 2.4; hgDAF-12 ag: 0.0; PLC-beta3 inh: -1; ssDAF-12 act: -1.4; MBD2 inh: 0; NR1D1 modulator: -4; ADAM17 inh: 2; SMARCA2 act: -2

What do the screens show for `COc1cccc(CN(C)C(=O)c2cccc(S(=O)(=O)N3CCN(Cc4ccccc4)CC3)c2)c1OC`?
DAX1 inh-1: -4.1; hcDAF-12 act: -2.4; PLCg1 inh: 1; DAX1 inh-2: -2.9; hgDAF-12 ag: -5.9; PLC-beta3 inh: -10; ssDAF-12 act: -1.9; MBD2 inh: 5; NR1D1 modulator: 6; ADAM17 inh: -3; SMARCA2 act: -5

Results for O=C(c1ccc([N+](=O)[O-])s1)N1CCN(c2ccccc2)CC1 ?
DAX1 inh-1: -1.9; hcDAF-12 act: -2.6; PLCg1 inh: 4; DAX1 inh-2: -1.1; hgDAF-12 ag: -5.4; PLC-beta3 inh: 1; ssDAF-12 act: -1.6; MBD2 inh: -6; NR1D1 modulator: 11; ADAM17 inh: -1; SMARCA2 act: -3

How did Cc1c(NC(=O)CSCc2ccco2)c(=O)n(-c2ccccc2)n1C do in these assays?
DAX1 inh-1: -0.2; hcDAF-12 act: 0.2; PLCg1 inh: 0; DAX1 inh-2: -0.2; hgDAF-12 ag: -1.4; PLC-beta3 inh: -5; ssDAF-12 act: -0.4; MBD2 inh: 1; NR1D1 modulator: 0; ADAM17 inh: -2; SMARCA2 act: -3

How did COc1ccc(Br)c(Cn2c(C)c(C(=O)N(C)Cc3ccc(F)cc3)sc2=O)c1 do in these assays?
DAX1 inh-1: -1.5; hcDAF-12 act: -3.1; PLCg1 inh: 1; hgDAF-12 ag: -3.2; PLC-beta3 inh: -5; ssDAF-12 act: -1.4; MBD2 inh: 1; NR1D1 modulator: 2; ADAM17 inh: 2; SMARCA2 act: -3

How did Cc1ccc(-c2cc(C(=O)NCc3cnn(C)c3)c3cc(Br)ccc3n2)cc1 do in these assays?
DAX1 inh-1: -0.3; hcDAF-12 act: 1.5; PLCg1 inh: 0; DAX1 inh-2: -0.3; hgDAF-12 ag: -0.6; PLC-beta3 inh: 0; ssDAF-12 act: -0.9; MBD2 inh: -3; NR1D1 modulator: 14; ADAM17 inh: -1; SMARCA2 act: 12*

Results for CCOc1ccc(NCC(=O)Nc2ccc(Cl)cc2C)cc1 ?
DAX1 inh-1: -0.5; hcDAF-12 act: -0.6; PLCg1 inh: -8; DAX1 inh-2: -0.6; hgDAF-12 ag: 0.0; PLC-beta3 inh: -10; ssDAF-12 act: -1.1; MBD2 inh: -6; NR1D1 modulator: 1; ADAM17 inh: 3; SMARCA2 act: 1

What do the screens show for `CCn1c(C)nc2cc(S(=O)(=O)N3CCCCC3)ccc21`?
DAX1 inh-1: 0.3; hcDAF-12 act: -0.3; PLCg1 inh: 0; DAX1 inh-2: 0.5; hgDAF-12 ag: -1.9; PLC-beta3 inh: 3; ssDAF-12 act: -1.3; MBD2 inh: -1; NR1D1 modulator: 2; ADAM17 inh: -8; SMARCA2 act: -5

How did CNC(=S)N(Cc1ccc(OC)cc1)C1CC(=O)N(c2ccc(C(=O)OC)cc2)C1=O (stereo not drawn) do in these assays?
DAX1 inh-1: -0.6; hcDAF-12 act: 1.4; PLCg1 inh: 1; hgDAF-12 ag: 0.9; PLC-beta3 inh: 2; ssDAF-12 act: -1.2; MBD2 inh: -1; NR1D1 modulator: -4; ADAM17 inh: 4; SMARCA2 act: -4

What do the screens show for `COC(c1ccccc1)c1nnc(CCC(=O)NCCCc2ccccc2)o1` (stereo not drawn)?
DAX1 inh-1: 1.0; hcDAF-12 act: -0.9; PLCg1 inh: 0; DAX1 inh-2: -0.6; hgDAF-12 ag: 4.1; PLC-beta3 inh: 2; ssDAF-12 act: -0.5; MBD2 inh: 0; NR1D1 modulator: 2; ADAM17 inh: -2; SMARCA2 act: -1

Results for C=CC(=O)NCc1ccc(-c2csnn2)cc1 ?
DAX1 inh-1: -0.3; hcDAF-12 act: -1.4; PLCg1 inh: 0; DAX1 inh-2: -0.8; hgDAF-12 ag: 0.5; PLC-beta3 inh: -3; ssDAF-12 act: -0.9; MBD2 inh: 2; NR1D1 modulator: 10; ADAM17 inh: -2; SMARCA2 act: -3

What do the screens show for `Cc1nc(N2CCOCC2)c(C#N)c2c1COC(C)(C)C2`?
DAX1 inh-1: -0.3; hcDAF-12 act: -2.0; PLCg1 inh: -105; DAX1 inh-2: 1.7; hgDAF-12 ag: 1.9; PLC-beta3 inh: -130; ssDAF-12 act: -1.8; MBD2 inh: -7; NR1D1 modulator: 3; ADAM17 inh: -125; SMARCA2 act: 2

What do the screens show for `Brc1cccc(-c2nnc(-c3ccccc3)o2)c1`?
DAX1 inh-1: 3.9*; hcDAF-12 act: 11*; PLCg1 inh: 0; DAX1 inh-2: 3.6; hgDAF-12 ag: 10*; PLC-beta3 inh: 2; ssDAF-12 act: 1.6*; MBD2 inh: 2; NR1D1 modulator: -4; ADAM17 inh: -3; SMARCA2 act: -1

What do the screens show for `Cc1cc(F)ccc1NCc1cc2c(cc1[N+](=O)[O-])OCO2`?
DAX1 inh-1: -0.9; hcDAF-12 act: -1.4; PLCg1 inh: -2; DAX1 inh-2: 1.1; hgDAF-12 ag: -2.4; PLC-beta3 inh: -9; ssDAF-12 act: -0.9; MBD2 inh: -4; NR1D1 modulator: 5; ADAM17 inh: 3; SMARCA2 act: 5

How did COCOCCn1cc(CN2CCS(=O)(=O)N(Cc3ccc(-c4ccc(OC)cc4)cc3)C(C)C2=O)nn1 (stereo not drawn) do in these assays?
DAX1 inh-1: -0.1; hcDAF-12 act: -1.6; PLCg1 inh: 1; DAX1 inh-2: -1.2; hgDAF-12 ag: -0.4; PLC-beta3 inh: 0; ssDAF-12 act: -0.9; MBD2 inh: 2; NR1D1 modulator: -5; ADAM17 inh: 5; SMARCA2 act: -7

The closing 2 compounds of the part before are carried over, then new ones follow:
What do the screens show for `Cc1cc(F)ccc1NCc1cc2c(cc1[N+](=O)[O-])OCO2`?
DAX1 inh-1: -0.9; hcDAF-12 act: -1.4; PLCg1 inh: -2; DAX1 inh-2: 1.1; hgDAF-12 ag: -2.4; PLC-beta3 inh: -9; ssDAF-12 act: -0.9; MBD2 inh: -4; NR1D1 modulator: 5; ADAM17 inh: 3; SMARCA2 act: 5

How did COCOCCn1cc(CN2CCS(=O)(=O)N(Cc3ccc(-c4ccc(OC)cc4)cc3)C(C)C2=O)nn1 (stereo not drawn) do in these assays?
DAX1 inh-1: -0.1; hcDAF-12 act: -1.6; PLCg1 inh: 1; DAX1 inh-2: -1.2; hgDAF-12 ag: -0.4; PLC-beta3 inh: 0; ssDAF-12 act: -0.9; MBD2 inh: 2; NR1D1 modulator: -5; ADAM17 inh: 5; SMARCA2 act: -7

What do the screens show for `O=C(Nc1ccc(Br)cc1)C1Cc2ccccc2O/C1=N\O` (stereo not drawn)?
DAX1 inh-1: 0.4; hcDAF-12 act: 1.9; PLCg1 inh: 1; DAX1 inh-2: 3.0; hgDAF-12 ag: 3.7; PLC-beta3 inh: -3; ssDAF-12 act: -0.8; MBD2 inh: 4; NR1D1 modulator: -5; ADAM17 inh: -3; SMARCA2 act: 3

Results for CC(=O)Nc1ccc(Oc2nc(C(F)(F)F)nc3ccccc23)cc1 ?
DAX1 inh-1: 0.8; hcDAF-12 act: -0.7; PLCg1 inh: 2; DAX1 inh-2: 1.2; hgDAF-12 ag: -0.5; PLC-beta3 inh: 0; ssDAF-12 act: -1.0; MBD2 inh: 4; NR1D1 modulator: 7; ADAM17 inh: 5; SMARCA2 act: 0

How did CC(CCNC(=O)c1ccccc1)(CCNC(=O)c1ccccc1)[N+](=O)[O-] do in these assays?
DAX1 inh-1: -0.9; hcDAF-12 act: -2.4; PLCg1 inh: 3; DAX1 inh-2: 2.4; hgDAF-12 ag: -1.4; PLC-beta3 inh: 2; ssDAF-12 act: -1.3; MBD2 inh: -4; NR1D1 modulator: -6; ADAM17 inh: -2; SMARCA2 act: 2

Results for CN1CCC(OC(=O)COc2ccc(Br)cc2)CC1 ?
DAX1 inh-1: -0.3; hcDAF-12 act: 0.5; PLCg1 inh: 2; DAX1 inh-2: -0.9; hgDAF-12 ag: -1.2; PLC-beta3 inh: 5; ssDAF-12 act: -0.8; MBD2 inh: -2; NR1D1 modulator: 7; ADAM17 inh: -3; SMARCA2 act: -5

Results for O=C(C(=O)N1CCN(c2ccccc2)CC1)c1ccncc1 ?
DAX1 inh-1: -0.5; hcDAF-12 act: -0.5; PLCg1 inh: 1; hgDAF-12 ag: 3.6; PLC-beta3 inh: 4; ssDAF-12 act: 0.1; MBD2 inh: -2; NR1D1 modulator: -2; ADAM17 inh: -5; SMARCA2 act: -3

How did CC(C)(Oc1ccc(Cl)cc1)C(=O)OCC(=O)Nc1ncc(Cl)cc1Cl do in these assays?
DAX1 inh-1: -0.1; hcDAF-12 act: -0.1; PLCg1 inh: 8; DAX1 inh-2: 1.0; hgDAF-12 ag: 0.9; PLC-beta3 inh: 12*; ssDAF-12 act: -0.3; MBD2 inh: -5; NR1D1 modulator: 9; ADAM17 inh: 9.9*; SMARCA2 act: -5

What do the screens show for `CCOc1nc(C)cc(C)c1S(=O)(=O)c1cccc(Cl)c1`?
DAX1 inh-1: -0.1; hcDAF-12 act: -3.6; PLCg1 inh: -2; DAX1 inh-2: 0.2; hgDAF-12 ag: -0.9; PLC-beta3 inh: -7; ssDAF-12 act: -1.7; MBD2 inh: 1; NR1D1 modulator: 1; ADAM17 inh: 0; SMARCA2 act: -1

Results for CCC(C)C(NC(=O)C1CCC(C)CC1)C(=O)Nc1ccc(OC)cc1OC (stereo not drawn) ?
DAX1 inh-1: 0.3; hcDAF-12 act: -1.8; PLCg1 inh: -1; DAX1 inh-2: 1.5; hgDAF-12 ag: -0.8; PLC-beta3 inh: -7; ssDAF-12 act: -1.4; MBD2 inh: -4; NR1D1 modulator: -2; ADAM17 inh: 1; SMARCA2 act: 2

How did C/C(CCc1ccc2c(c1)OCO2)=N\NC(=S)NC(C)C do in these assays?
DAX1 inh-1: 0.3; hcDAF-12 act: 0.4; PLCg1 inh: -1; DAX1 inh-2: -0.4; hgDAF-12 ag: 0.2; PLC-beta3 inh: -9; ssDAF-12 act: -1.6; MBD2 inh: -2; NR1D1 modulator: -1; ADAM17 inh: -3; SMARCA2 act: 1

How did CCOC(=O)C[C@H]1c2cc(F)ccc2S(=O)(=O)N1c1cccc(OC)c1 do in these assays?
DAX1 inh-1: 0.8; hcDAF-12 act: 3.0; PLCg1 inh: 4; DAX1 inh-2: 1.6; hgDAF-12 ag: 0.3; PLC-beta3 inh: 2; ssDAF-12 act: -0.5; MBD2 inh: -3; NR1D1 modulator: -5; ADAM17 inh: 2; SMARCA2 act: -1
